Integrin act MD = integrin-mediated muscular dystrophy alleviation activation. AID 624291. 350,000 tested, 0.064% active. alpha7betagal myoblasts, beta-gal FDG fluorescence, 48 h. Potency, µM (top dose mostly 38.3 µM), without a hit: at the highest dose activation, usual class: activators;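 further: potency means the concentration at half of the fitted maximal effect; 100% = response of the positive control SU9516; nearly all actives have a fitted effect of over 60% in size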
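alpha7betagal+/- myoblasts (passage 13, 250/well) treated 48 h at 37C with compounds at 1:260 dilution of DMSO stock. Lysed, then beta-galactosidase activity read as FDG fluorescence (ex 480/em 540) after 30 min, with pre-read for autofluorescence.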
B2AR arrestin = recruits beta-arrestin to the human beta2-adrenergic receptor | beta-arrestin recruitment to beta2AR, cell-based reporter | 330,000 tested, 0.02% active | AID 492947 | Potency, µM (doses to about 46.1 µM), for inactives: top-dose activation, actives largely listed as activators | P07550;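 further: potency means the concentration at half of the fitted maximal effect; 0% = DMSO controls and full agonism = EC100 isoproterenol or metaproterenol; nearly all actives have a fitted effect of over 65% in size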
TSG101-PTAP inh = blocks PTAP/TSG101 interaction to inhibit HIV-1 budding; 340,000 tested, under 10 active; Q99816; Fluorescence polarization, FITC-PTAP peptide / Tsg101 binding; Potency, µM (doses to about 115 µM), without a hit: top-dose activity change, negative = inhibition, actives largely listed as inhibitors; active means well fitted inhibition curve with a large enough effect in the main read-out, with a control signal flat, not every such curve was filed as active; inconclusive means small, poorly fitted or top-dose-only effect, or effect the other way, or a change in a side signal; inactive means no such curve, though single readings can be large or run the other way; further: potency means the concentration at half of the fitted maximal effect; % of control where 0% means no effect
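Fluorescence polarization binding of Tsg101 binding domain (10 uM final) to FITC-labeled PTAP peptide (50 nM final) in HEPES pH 7.5 buffer with NaCl, Tween 20, EDTA, TCEP. Compounds added before peptide; binding 20 min at RT.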
AT treatment = potential ataxia-telangiectasia treatment | […] A-T fibroblasts, KAP-1 phosphorylation AlphaLISA; neocarzinostatin DNA damage 30 min before lysis | Potency, µM (doses to about 57.5 µM), for the others: at the top dose activation, usual class: activators | 320,000 tested, 0.19% active | AID 485349; further: potency means the concentration at half of the fitted maximal effect; % of control where 0% means no effect; nearly all actives have a fitted effect of over 45% in size
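ATM-like activity read as KAP-1 phosphorylation via AlphaLISA donor/acceptor antibody pairs after lysis and 6 hr at 25C. Cells were ATM-null patient fibroblasts ([…], hTERT), dosed 60 min, then exposed to the DSB inducer NCS for 30 min.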
BRCA1 expr act = increases BRCA1 expression; MCF7-BRCA1-FFLuc reporter, luminescence, 48 h; response scale: scaled: vehicle 0%, 10 µM genistein 100%; Potency, µM (series often up to 46.1 µM), without a hit: at the highest dose activation, hits mostly activators; 380,000 tested, 1.1% active; AID 624202; further: potency means the concentration at half of the fitted maximal effect; nearly all actives have a fitted effect of over 80% in size; some results filed as inactive show a strong effect at the top dose
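MCF7-BRCA1-FFLuc, 2000 cells/well; 2 h attach, 37 °C/5% CO2; compound 48 h; luciferase substrate 15 min; luminescence end-point. Norm. to genistein 10 microM max activation and DMSO; concentration-response curves fitted.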
p53 reactivation = re-activators of mutant p53; H1299 p53-A138V BP100-luciferase reporter, luminescence, 24 h; Potency, µM (highest dose often 92.2 µM), inactives show top-dose activity change, positive = activation, most hits filed as activators; 320,000 tested, 0.063% active; AID 504706; further: potency means the concentration at half of the fitted maximal effect; % of control where 0% means no effect; nearly all actives have a fitted effect of over 45% in size
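p53-null H1299 cells stably carrying temperature-sensitive p53-A138V and a BP100-luciferase reporter were pinned with compounds (4-point, 1:5 series) and held 24 hrs at 37 deg C. Luminescence was read 10 min after detection reagent.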
ELG1 repair inh = inhibitors of ELG1-dependent DNA repair in HEK293T cells; HEK293T ELG1-luciferase reporter, luminescence, 16 h; DNA damage induced by 5-fluorouridine; Potency, µM (doses to about 46.1 µM), without a hit: top-dose activity change, negative = inhibition, usual class: inhibitors; 330,000 tested, 2.3% active; AID 504467; further: potency means the concentration at half of the fitted maximal effect; on the % scale 0 is the no-effect control and ±100 the full control effect; nearly all actives have a fitted effect of over 55% in size
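Luminescence from the luciferase reporter, measured 30 min after ONE-Glo reagent at room temperature, was the read-out. Beforehand, 2,000 cells per well were exposed for 16 hr at 37 °C to 5-fluorouridine together with compound or vehicle.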
TCR activator = activators of T cell receptors. primary human leukocytes, anti-CD3, IL-2 HTRF, 48 h. Potency, µM (top dose mostly 9.22 µM), inactives show top-dose activation of IL-2 secretion, most hits filed as activators. 330,000 tested, under 10 active; further: % of control where 0% means no effect
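HTRF read-out of IL-2 secretion: europium cryptate donor excited at 320nm, d2 acceptor emission at 665nm. Cells were primary human leukocytes incubated 48 hr with compounds and a-CD3 beads, supplying TCR signal only.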
TRPV1 ag = agonists of human vanilloid receptor 1 (TRPV1). Q8NER1. TRPV1-expressing cells, Fluo-8 calcium influx, agonist mode. activation, % at 8.33 µM. 320,000 tested, 0.19% active; in the data active means activation above about 80%; inconclusive means between about 30% and that limit; further: 0% is about no effect
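Fluo-8 calcium influx in TRPV1-expressing cells, kinetic read (ex 480/em 520 nm). Compound added and read 3 min for agonist activity, followed by capsaicin at EC20 final and 2 min further read for enhancement.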
MLL CXXC-DNA inh = blocks binding of human MLL CXXC domain to DNA | 290,000 tested, 0.037% active | AID 2662 | Potency, µM (titrated, usually from 115 µM), without a hit: at the highest dose activity change, negative = inhibition, hits mostly inhibitors | MLL-CXXC / FITC-HOXA9 DNA fluorescence polarization | Q03164; active means well fitted inhibition curve with a large enough effect in the polarisation, with a control signal flat, not every such curve was filed as active; inconclusive means small, poorly fitted or top-dose-only effect, or effect the other way, or a change in a side signal; inactive means no such curve, though single readings can be large or run the other way; the % refers to the polarisation; further: potency means the concentration at half of the fitted maximal effect
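Fluorescence polarization: 7 uM MLL-CXXC (stock) preincubated 5 min with compounds, then 50 nM fluorescein-HOX-A9 DNA (stock) added; 30 min ambient. Buffer 50 mM Tris-HCl pH 7.5, 50 mM NaCl, 1 mM DTT, 0.05% BSA.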
An asterisk follows results filed as active; [ ] = another dose, or the depositor's remark. Unless noted, the call rests on the fitted dose curve; in most records, active means well fitted curve in the direction sought with a large enough effect; inconclusive means small, poorly fitted or top-dose-only effect, or another doubt; inactive means no such curve, though single readings can be large; an effect the other way counts as inactive or inconclusive.

How did COc1cc(C2N(c3cc(C)on3)C(=O)C3CCCN32)cc(OC)c1OC (stereo not given) do in these assays?
Integrin act MD: 1%; B2AR arrestin: -0.5%; TSG101-PTAP inh: 0%; AT treatment: 0%; BRCA1 expr act: 4%; p53 reactivation: -2%; ELG1 repair inh: -3%; TCR activator: 3%; TRPV1 ag: 2; MLL CXXC-DNA inh: -3%

How did COc1ccc(/C=C2\CCc3ccccc3C2=O)cc1O do in these assays?
Integrin act MD: -37%; B2AR arrestin: -0.6%; TSG101-PTAP inh: -3%; AT treatment: 3%; BRCA1 expr act: -4%; p53 reactivation: inconclusive; ELG1 repair inh: inconclusive; TCR activator: 3%; TRPV1 ag: 3; MLL CXXC-DNA inh: 10%

Results for CC(C)N(Cc1cnn(C)c1)Cc1nc(COc2ccccc2)no1 ?
Integrin act MD: 4%; B2AR arrestin: 0.0%; TSG101-PTAP inh: -3%; AT treatment: 0%; BRCA1 expr act: -10%; p53 reactivation: -2%; ELG1 repair inh: inconclusive; TCR activator: -1%; TRPV1 ag: 0; MLL CXXC-DNA inh: -13%

Results for COC(=O)N/N=C/c1cc(OC)c(O)c([N+](=O)[O-])c1 ?
Integrin act MD: 27%; B2AR arrestin: -0.2%; TSG101-PTAP inh: -1%; AT treatment: 11%; BRCA1 expr act: -37%; p53 reactivation: -15%; ELG1 repair inh: 2%; TCR activator: 8%[46.1 µM]; TRPV1 ag: -6; MLL CXXC-DNA inh: 0%

What do the screens show for `CCN(CC)CCSc1nc2ccccc2n1Cc1ccccc1`?
Integrin act MD: -32%; B2AR arrestin: -0.5%; TSG101-PTAP inh: -3%; AT treatment: inconclusive; BRCA1 expr act: -3%; p53 reactivation: inconclusive; ELG1 repair inh: -25%; TCR activator: -1%; TRPV1 ag: 5; MLL CXXC-DNA inh: 13%

Results for Cn1c(SCC(=O)N2CCN(C(=O)c3ccco3)CC2)nnc1-c1ccc(NS(C)(=O)=O)cc1 ?
Integrin act MD: 12%; B2AR arrestin: -1.7%; TSG101-PTAP inh: -6%; AT treatment: -2%; BRCA1 expr act: 7%; p53 reactivation: 0%; ELG1 repair inh: 7%; TCR activator: -2%; TRPV1 ag: -5; MLL CXXC-DNA inh: 2%

How did CCOc1ccc2[nH]c(=O)c(CN(CCO)C(=O)c3ccc(F)cc3)cc2c1 do in these assays?
Integrin act MD: -3%; B2AR arrestin: -0.6%; TSG101-PTAP inh: 0%; AT treatment: 7%; BRCA1 expr act: -24%; p53 reactivation: -2%; ELG1 repair inh: -4%; TCR activator: 0%; TRPV1 ag: -3; MLL CXXC-DNA inh: -1%

How did OC(CSc1ccccc1)CN1CCN(c2ccc(Cl)cc2)CC1 (stereo not given) do in these assays?
Integrin act MD: 3%; TSG101-PTAP inh: -6%; BRCA1 expr act: -11%; TCR activator: -8%

How did Cc1cc(/N=C/C=C2/N(C)c3ccccc3C2(C)C)n(CCC#N)n1 do in these assays?
Integrin act MD: -38%; TSG101-PTAP inh: -3%; BRCA1 expr act: -16%; TCR activator: 0%

What do the screens show for `Cc1cc(OCCCCCNCCO)cc(C)c1Cl`?
Integrin act MD: -66%[inhibitor]; B2AR arrestin: -0.1%; TSG101-PTAP inh: -2%; AT treatment: 5%; BRCA1 expr act: -36%; p53 reactivation: -21%; ELG1 repair inh: inconclusive; TCR activator: -9%; TRPV1 ag: 3; MLL CXXC-DNA inh: 13%

Results for CC(=O)Nc1nc(CC(=O)c2ccccc2)cs1 ?
Integrin act MD: 10%; B2AR arrestin: 0.1%; TSG101-PTAP inh: 1%; AT treatment: 0%; BRCA1 expr act: 0%; p53 reactivation: 4%; ELG1 repair inh: 3%; TCR activator: 8%; TRPV1 ag: 11; MLL CXXC-DNA inh: 12%

What do the screens show for `Cc1ccc(CNC(=O)c2ccc(-n3cccc3)cc2)cc1`?
Integrin act MD: 12%; B2AR arrestin: 0.0%; TSG101-PTAP inh: -3%; AT treatment: -1%; BRCA1 expr act: 4%; p53 reactivation: 4%; ELG1 repair inh: -14%; TCR activator: 3%; TRPV1 ag: -1; MLL CXXC-DNA inh: -1%

What do the screens show for `Cc1ccccc1OCC(=O)NC(=S)Nc1ccc(N2CCOCC2)c(Cl)c1`?
Integrin act MD: 21%; B2AR arrestin: -0.4%; TSG101-PTAP inh: 0%; AT treatment: -5%; BRCA1 expr act: -30%; p53 reactivation: 3%; ELG1 repair inh: -20%; TCR activator: -1%; TRPV1 ag: 1; MLL CXXC-DNA inh: 7%

Results for O=C(NC(CC(=O)N1CCN(c2ccc([N+](=O)[O-])cc2)CC1)c1ccccc1)c1ccccc1Cl (stereo not given) ?
Integrin act MD: -4%; B2AR arrestin: -0.6%; TSG101-PTAP inh: 0%; AT treatment: 7%; BRCA1 expr act: -33%; p53 reactivation: 0%; ELG1 repair inh: inconclusive; TCR activator: 4%[46.1 µM]; TRPV1 ag: 2; MLL CXXC-DNA inh: 11%

How did COCCCNC(=O)C1CCC(=O)N1Cc1ccccc1Cl (stereo not given) do in these assays?
Integrin act MD: -13%; B2AR arrestin: 0.0%; TSG101-PTAP inh: 2%; AT treatment: -3%; BRCA1 expr act: 12%; p53 reactivation: 5%; ELG1 repair inh: -3%; TCR activator: 5%; TRPV1 ag: -2; MLL CXXC-DNA inh: 5%

What do the screens show for `CCOCCCN1CC(C(=O)NCc2ccc3c(c2)OCO3)CC1=O` (stereo not given)?
Integrin act MD: 7%; B2AR arrestin: -0.1%; TSG101-PTAP inh: 3%; AT treatment: 6%; BRCA1 expr act: -3%; p53 reactivation: -5%; ELG1 repair inh: -5%; TCR activator: 4%; TRPV1 ag: 1; MLL CXXC-DNA inh: 31%[activator]

Results for CCOc1cccc2cc(C(=O)N3CCOCC3)c(=O)oc12 ?
Integrin act MD: -3%; B2AR arrestin: 0.4%; TSG101-PTAP inh: 0%; AT treatment: 8%; BRCA1 expr act: 0%; p53 reactivation: 21%; ELG1 repair inh: 11%; TCR activator: -10%; TRPV1 ag: 1; MLL CXXC-DNA inh: -3%

Results for CCN(CC)S(=O)(=O)c1ccc2c(c1)N(CC(=O)Nc1ccc(NC(C)=O)cc1)C(=O)CO2 ?
Integrin act MD: 33%; B2AR arrestin: -1.1%; TSG101-PTAP inh: -2%; AT treatment: 11%; BRCA1 expr act: -29%; p53 reactivation: -1%; ELG1 repair inh: 0%; TCR activator: -6%; TRPV1 ag: 3; MLL CXXC-DNA inh: 10%

What do the screens show for `CCCN1CCN(C(c2cc3cc(OCC)ccc3[nH]c2=O)c2nnnn2C2CCCCC2)CC1` (stereo not given)?
Integrin act MD: 0%; B2AR arrestin: 0.4%; TSG101-PTAP inh: 4%; AT treatment: 14%; BRCA1 expr act: -27%; p53 reactivation: 6%; ELG1 repair inh: 24%; TCR activator: 11%; TRPV1 ag: 16; MLL CXXC-DNA inh: 4%

Results for CC(C)(C)c1nc(Sc2ncccc2[N+](=O)[O-])n[nH]1 ?
Integrin act MD: 10%; B2AR arrestin: -0.5%; TSG101-PTAP inh: 0%; AT treatment: 6%; BRCA1 expr act: -3%; p53 reactivation: 1%; ELG1 repair inh: -3%; TCR activator: 0%; MLL CXXC-DNA inh: -3%

What do the screens show for `O=C(c1cc(-c2ccc(O)cc2)on1)N1CCCCCC1`?
Integrin act MD: -16%; B2AR arrestin: -1.0%; TSG101-PTAP inh: -2%; AT treatment: 0%; BRCA1 expr act: inconclusive; p53 reactivation: inconclusive; ELG1 repair inh: inconclusive; TCR activator: 2%; TRPV1 ag: -4; MLL CXXC-DNA inh: -5%

How did CCc1ccc(C(=O)NC(CCSC)C(=O)OC)cc1 (stereo not given) do in these assays?
Integrin act MD: 16%; B2AR arrestin: 0.0%; TSG101-PTAP inh: 0%; AT treatment: -2%; BRCA1 expr act: 9%; p53 reactivation: -2%; ELG1 repair inh: 8%; TCR activator: 0%; TRPV1 ag: 5; MLL CXXC-DNA inh: -7%

How did CCNC(=O)c1ccc(NS(=O)(=O)c2ccc3[nH]c(=O)[nH]c3c2)cc1 do in these assays?
Integrin act MD: inconclusive; B2AR arrestin: 0.3%; TSG101-PTAP inh: -2%; AT treatment: 1%; BRCA1 expr act: -10%; p53 reactivation: inconclusive; ELG1 repair inh: inconclusive; TCR activator: 5%; TRPV1 ag: 4; MLL CXXC-DNA inh: 5%

Results for Cc1c(Cl)cccc1NC(=O)Nc1ccc(C(=O)N2CCCC2)cc1 ?
Integrin act MD: -11%; B2AR arrestin: -0.2%; TSG101-PTAP inh: -2%; AT treatment: -12%; BRCA1 expr act: 89%; p53 reactivation: inconclusive; ELG1 repair inh: inconclusive; TCR activator: 2%[46.1 µM]; TRPV1 ag: 2; MLL CXXC-DNA inh: 11%

How did COC(=O)c1ccccc1NC(=O)c1cnc2sccn2c1=O do in these assays?
Integrin act MD: -22%; B2AR arrestin: 0.2%; TSG101-PTAP inh: -7%; AT treatment: -14%; BRCA1 expr act: -7%; p53 reactivation: 2%; ELG1 repair inh: -5%; TCR activator: -2%; TRPV1 ag: -1; MLL CXXC-DNA inh: -5%

Assay outcomes: PubChem BioAssay, National Center for Advancing Translational Sciences (NCATS)
